Screening data deposited in PubChem by The Scripps Research Institute Molecular Screening Center.
DAX1 inh-1 – DAX1 (NR0B1) inhibition, primary screen. hit rate 1.1% among 370,000. inhibition, % at 6.8 µM. HEK293T StAR-luciferase reporter, SF-1/DAX-1 repression relief. AID 652010;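 active means inhibition above the mean over all tested compounds plus 3 SD, cut at about 3.6% in these data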;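 further: 0% = DAX-1 cells with DMSO and 100% = cells lacking DAX-1 with DMSO; higher inhibition means more luminescence from relief of DAX-1 repression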
HGIII-sPLA2 inh – Inhibits HGIII-sPLA2 liposome hydrolysis, primary screen | QFRET BODIPY PC-A2 liposome hydrolysis, fluorescence | Q9NZ20 | inhibition, % at 12.2 µM | hit rate 0.56% among 370,000;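 active means inhibition above mean plus 3 SD of compounds lying within the high and low control bounds, cut at about 19% in these data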;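 further: 0% = median of test compound wells and 100% = no enzyme DMSO wells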
hgDAF12 agonist – agonists of H. glycines DAF-12 nuclear receptor; HEK293 GAL4-hgDAF12 UAS-luciferase reporter, agonist luminescence; normalized to butyrate control; hit rate 1.8% among 370,000; activation, % at 6.8 µM;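 active means activation above a cutoff set at the mean of all screened compounds plus 3 SD, cut at about 10% in these data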;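 further: 0% = DMSO wells and 100% = sodium butyrate wells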
DAX1 inh-2 – inhibitors of human orphan nuclear receptor DAX1 (NR0B1). HEK293 Gal4-DAX1 luciferase reporter, luminescence. inhibition, % at 6.75 µM. hit rate 0.99% among 340,000. AID 504766;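 active means inhibition above the mean over all tested compounds plus 3 SD, cut at about 4.2% in these data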;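 further: 0% = DAX1-transfected cells with DMSO and 100% = empty-vector control cells with DMSO; inhibition shows as a rise in luminescence from relieved DAX1 repression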
ssDAF12 agonist – S. stercoralis DAF-12 activation, primary screen; HEK293 ssDAF-12/GRIP1 lit1-tk-luc reporter, luminescence; % of 3 µM dafachronic acid response; activation, % at 6.8 µM; hit rate 1% among 370,000; AID 652126;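 active means activation above the mean over all tested compounds plus 3 SD, cut at about 0.9% in these data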;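 further: 0% = DMSO-only wells and 100% = 3 µM delta7-dafachronic acid wells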
ADAM10 inh – ADAM10 inhibition, QFRET primary screen. recombinant ADAM10, EDANS/DABCYL FRET peptide cleavage, 3 h. inhibition, % at 7 µM. hit rate 0.62% among 370,000;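 active means inhibition above a per-campaign cutoff equal to the mean of compounds falling between control-based bounds plus 3 SD, cut at about 20% in these data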;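 further: 0% = DMSO wells while the 100% control is not disclosed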
ADAM17 inh – inhibits human ADAM17. P78536. recombinant ADAM17, EDANS/DABCYL FRET peptide cleavage. inhibition, % at 6.95 µM. hit rate 0.83% among 370,000. AID 720648;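 active means inhibition above the mean of compounds lying between control limits plus 3 SD, set per campaign, cut at about 8.5% in these data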;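 further: 0% = DMSO-only wells as the low control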
hcDAF-12 act – activators of H. contortus DAF-12 nuclear receptor. HEK293 hcDAF-12 lit1-tk-luc reporter, luminescence; 0% DMSO, 100% Δ7-dafachronic acid. activation, % at 6.8 µM. hit rate 1.4% among 370,000. AID 652067;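 active means activation above the mean of all tested compounds plus 3 SD, cut at about 5.5% in these data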;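 further: 100% = response to 3 µM Δ7-dafachronic acid high control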
PLC-beta3 inh – inhibitors of human phospholipase C beta3; Purified PLC-beta3, fluorogenic substrate, fluorescence; inhibition, % at 12.2 µM; Q01970; hit rate 0.18% among 370,000; in the data active means inhibition above about 11%;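 further: 0% = median of compound wells on plate and 100% = full blocker control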
PLCg1 inh – inhibitors of human phospholipase C gamma1; P19174; purified PLC-gamma1, fluorogenic substrate, fluorescence; inhibition, % at 12.2 µM; hit rate 0.84% among 370,000; AID 720700; in the data active means inhibition above about 9.5%
Target sequence (P19174 whole entry, looked up): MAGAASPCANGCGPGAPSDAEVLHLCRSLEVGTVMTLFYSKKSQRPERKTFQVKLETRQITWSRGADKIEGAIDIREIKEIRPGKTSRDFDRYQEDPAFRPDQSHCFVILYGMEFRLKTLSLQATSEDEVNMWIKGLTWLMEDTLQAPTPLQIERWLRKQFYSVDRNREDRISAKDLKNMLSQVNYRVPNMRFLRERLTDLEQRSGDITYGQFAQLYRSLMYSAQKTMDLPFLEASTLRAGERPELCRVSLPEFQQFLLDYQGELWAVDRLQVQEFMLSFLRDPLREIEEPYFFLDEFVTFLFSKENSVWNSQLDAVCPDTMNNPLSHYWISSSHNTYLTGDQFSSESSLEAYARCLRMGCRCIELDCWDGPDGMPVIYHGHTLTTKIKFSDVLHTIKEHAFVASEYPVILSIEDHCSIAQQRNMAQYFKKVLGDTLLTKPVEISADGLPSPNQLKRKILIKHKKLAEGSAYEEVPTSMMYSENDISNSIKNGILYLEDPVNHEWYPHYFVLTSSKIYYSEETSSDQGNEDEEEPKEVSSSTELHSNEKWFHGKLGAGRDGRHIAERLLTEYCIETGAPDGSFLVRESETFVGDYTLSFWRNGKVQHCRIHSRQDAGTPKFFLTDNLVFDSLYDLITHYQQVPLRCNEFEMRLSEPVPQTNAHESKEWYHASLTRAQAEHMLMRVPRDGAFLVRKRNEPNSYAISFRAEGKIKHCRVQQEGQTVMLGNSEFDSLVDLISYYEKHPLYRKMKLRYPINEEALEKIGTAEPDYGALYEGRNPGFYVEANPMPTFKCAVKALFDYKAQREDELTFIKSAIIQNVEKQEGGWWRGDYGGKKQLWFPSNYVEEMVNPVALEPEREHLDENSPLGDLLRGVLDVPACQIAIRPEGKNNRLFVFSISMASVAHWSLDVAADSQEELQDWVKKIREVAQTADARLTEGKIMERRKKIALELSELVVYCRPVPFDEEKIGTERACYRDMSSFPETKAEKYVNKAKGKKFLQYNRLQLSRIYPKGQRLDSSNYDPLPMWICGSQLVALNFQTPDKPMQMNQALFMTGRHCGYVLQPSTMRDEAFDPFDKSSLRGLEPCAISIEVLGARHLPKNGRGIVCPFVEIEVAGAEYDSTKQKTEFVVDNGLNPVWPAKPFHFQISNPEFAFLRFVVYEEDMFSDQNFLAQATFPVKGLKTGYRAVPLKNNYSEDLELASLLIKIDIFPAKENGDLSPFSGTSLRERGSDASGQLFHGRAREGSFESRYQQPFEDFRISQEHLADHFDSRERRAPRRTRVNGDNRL
FXN GAA850 act – frataxin GAA850 promoter activation; HEK293 lucGAA850 FXN promoter luciferase reporter, 24 h; percent of 10 µM SAHA response; activation, % at 6 µM; hit rate 0.56% among 360,000;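 active means activation above the average of all compounds screened plus 3 SD, cutoff fixed separately per campaign, cut at about 7.5% in these data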;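 further: 0% = DMSO wells and 100% = 10 µM SAHA wells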
* hit, by the source's call; i = inactive; . = no result given; & = joins results of further samples.

Values run as follows: DAX1 inh-1	HGIII-sPLA2 inh	hgDAF12 agonist	DAX1 inh-2	ssDAF12 agonist	ADAM10 inh	ADAM17 inh	hcDAF-12 act	PLC-beta3 inh	PLCg1 inh	FXN GAA850 act
> CCOc1ccc(S(=O)(=O)Nc2nc3ccccc3nc2N2CCN(C)CC2)cc1
 : 0.1	-11	8.1	0.5	0.7	-117	-48	3.8	-86	-68	1.0
> Cc1cc(C(=O)N/N=C/c2ccccn2)c2ccccc2n1
 : 0.5	0	-1.3	0.8	-1.1	3	1	0.0	-3	5	0.0
> O=C(O)/C(=C\c1ccc(Cl)cc1)c1ccc(F)cc1
 : 1.1	-2	-1.7	-0.1	-1.3	9	-3	-1.7	-8	1	1.9
> Cc1ccc(S(=O)(=O)c2c(N)n(NC(=O)c3ccco3)c3nc4ccccc4nc23)cc1
 : -0.2	-11	-0.9	0.9	-1.7	i	-367	-2.1	-443	-331	2.6
> COc1ccccc1N1CCN(/N=C/c2cc([N+](=O)[O-])ccc2Cl)CC1
 : -0.9	0	-1.6	0.7	0.2	4	2	-0.3	-1	1	-1.8
> CC(C)c1nnc(NC(=O)c2cnccn2)s1
 : 0.1	5	3.7	2.1	-1.0	5	3	1.5	6	0	1.3
> CCOC(=O)c1ccc2c(c1)C1C=CCC1C(C(=O)OCC)N2 (centres undefined)
 : -0.1	7	-1.1	-1.6	-0.6	-35	-10	2.6	-43	-34	1.1
> C=CCn1nc(C(=O)OCC)cc1-c1sc(NC(=O)c2ccccc2)nc1C
 : -1.6	-1	-3.1	-1.5	-1.5	-2	1	-1.2	-10	-12	1.9
> COCCn1c(-c2ccc(OC)c(OC)c2)nc2ccccc21
 : 0.8	3	2.7	0.6	-0.4	-4	4	1.3	-1	2	1.2
> Cc1ccc(C)c(NC2=C(Cl)C(=O)OC2OC(C)C)c1 (centres undefined)
 : 0.2	5	-2.9	-0.7	-1.6	-3	-5	-0.7	-5	-3	-0.5
> O=C(NN=C1CCCCCCC1)c1ccccn1
 : 3.3	5	10	2.1	0.0	-6	1	5.3	1	-1	1.9
> Cc1[nH]c2ccc(OC(F)(F)F)cc2c1CCN1C(=O)c2ccc(C(=O)O)cc2C1=O
 : 0.1	-34	-0.1	1.7	-0.7	-2	0	-0.8	-4	3	0.1
> CCOCCCNC(=O)C1CCCN(S(=O)(=O)c2ccc(-n3cnnn3)cc2)C1 (centres undefined)
 : -0.1	-3	-2.1	-1.5	-1.2	3	-2	3.6	3	0	-0.4
> Cc1ccc2c(CN3CCN(S(=O)(=O)c4ccccc4C(F)(F)F)CC3)cc(=O)oc2c1
 : -1.7	-1	-2.7	-0.7	-1.8	-6	1	-3.6	-12	-4	0.5
> Oc1ccc(C2=Nn3c(nnc3-c3ccco3)SC2)cc1O
 : -1.2	3	-1.9	-1.4	-1.8	-6	-2	-2.6	1	3	-1.2
> Cc1ccc(N2CCN(S(=O)(=O)c3ccc4c(c3)n(C)c(=O)c(=O)n4C)CC2C)cc1 (centres undefined)
 : -0.2	0	-2.4	1.7	-0.3	14	1	1.2	1	5	-2.9
> Cc1ccc(NC(=O)CSc2nnc(C)n2CC2CCCO2)cc1 (centres undefined)
 : 0.3	0	2.8	0.5	-1.1	1	6	-1.8	2	1	0.4
> COc1ccc(C(C)NC(=O)C2CCN(CCCc3ccccc3)CC2)cc1OC (centres undefined)
 : 0.0	-10	-0.7	.	-1.2	-8	-4	1.8	2	3	-0.5
> COc1ccc(NC(=O)CN(C)C(=O)c2ccccc2OC)cc1
 : 0.5	-2	1.8	-0.2	-0.6	1	-2	-1.3	2	0	0.9
> CCC[C@H]1[C@@H](OC(=O)NCc2ccc(C)o2)CC[C@@]23CCCN2C(=O)CCC[C@@H]13
 : .	-9	-1.6	.	-1.4	-1	-2	0.6	-2	-2	.
> COc1ccc2c(c1OC)C(=O)OC2c1c(O)nc(SC)n(-c2ccccc2)c1=O (centres undefined)
 : 0.8	-1	1.6	-1.2	-1.0	4	-5	-0.1	-5	-4	-0.6
> Cc1nc2nc(C)c(CCC(=O)NCCCN3CCN(c4cccc(Cl)c4)CC3)c(C)n2n1
 : -0.2&0.4	6&3	0.5&-1.2	-0.3&-1.2	-1.1&-1.2	-9&6	-1&-1	-2.1&-0.3	1&0	0&-2	-1.5&-0.1
> C[C@H](CO)N1C[C@H](C)[C@@H](CN(C)C)Oc2c(NC(=O)Cc3ccccc3)cccc2C1=O
 : 0.1	14	-2.3	0.0	-1.1	-10	1	-0.2	1	0	-0.8
> O=C(Cc1cccc(NC(=O)C2CCN(C(=O)C3CCCC3)CC2)c1)Nc1cccc(C(=O)N2CCCC2)c1
 : -0.3	-10	0.0	-0.3	-1.3	1	-1	-2.9	2	0	-0.3
> Cn1cc[n+](C)c1COc1ccc(C=O)cc1
 : 0.3	2	1.0	0.4	-1.5	5	-6	-0.8	-5	1	0.7
> Clc1ccc(-c2noc(CSc3nnc(-c4ccncc4)n3-c3ccccc3)n2)cc1
 : -2.9	-31	-8.5	-1.6	-2.5	7	-1	-4.5	-5	-2	-0.1
> CCN(CC)CCC(c1cc(OC)c(OC)c(OC)c1)c1c(OC)cc(OC)c2ccc(=O)oc12 (centres undefined)
 : -0.1	1	-1.8	-1.4	-1.7	-14	-5	-1.3	-13	-11	0.4
> O=C(CN1CCOCC1)N1c2ccccc2Sc2ccc(Cl)cc21
 : 0.2	-2	3.8	2.2	0.7	-14	-4	-0.3	-1	-2	0.3
> CCc1cc(C(=O)N/N=C/c2ccc(OC)cc2)c2ccccc2n1
 : -1.6	-2	3.5	-1.5	-1.4	3	2	-2.5	-9	2	-2.0
> O=C(CC1C(=O)NCCN1Cc1c(F)cccc1Cl)NCc1ccccc1 (centres undefined)
 : -0.6	2	-2.5	1.6	-1.0	-12	-6	-2.1	-7	-2	-2.0

Values run as follows: DAX1 inh-1	HGIII-sPLA2 inh	hgDAF12 agonist	DAX1 inh-2	ssDAF12 agonist	ADAM10 inh	ADAM17 inh	hcDAF-12 act	PLC-beta3 inh	PLCg1 inh	FXN GAA850 act
> Cc1cccc(C)c1NC(=O)COC(=O)CNC(=O)C1CCCCC1
 : 0.6	-2	-0.2	-1.0	-0.7	-7	3	0.4	-3	6	1.0
> CCOc1ccc(C(=O)O[C@H]2[C@H](Cc3ccccc3)NS(=O)(=O)[C@H]3C[C@@H]4C=C[C@]23O4)cc1
 : 0.1	-4	1.2	2.4	-1.1	7	1	0.5	0	-2	0.7
> NS(=O)(=O)c1ccc(NS(=O)(=O)c2ccc(NC(=S)Nc3ccccc3)cc2)cc1
 : 0.3	0	-1.2	1.3	-1.9	1	2	-0.3	1	1	2.8
> CCC(Oc1ccccc1)C(=O)N(CC)CC(=O)NCc1ccc(F)cc1 (centres undefined)
 : -0.6	7	-2.4	-1.0	-1.2	-11	-2	-0.8	-5	1	-1.1
> O=c1c2cc(N3CCOCC3)ccc2[nH]c(=S)n1Cc1ccccn1
 : -1.2	2	-1.6	0.1	-1.0	-265	-57	1.0	i	i	-2.2
> CCN(CC)S(=O)(=O)c1ccc(C(=O)OC2CCCCC2CN(C)C)cc1 (centres undefined)
 : 0.4	7	0.1	0.9	-0.2	3	-6	-0.1	4	-2	-0.1
> Nc1ncc(-c2ccccc2)n1CC1CCCO1 (centres undefined)
 : -1.0	0	3.7	2.1	-1.0	-4	-2	-0.9	2	-5	0.4
> COC(=O)CC1Nc2ccccc2SC1=O (centres undefined)
 : 0.4	8	2.2	-0.6	-1.7	-11	-3	-1.4	3	-3	4.2
> COc1ccccc1C(=O)NCCC(=O)N1CCN(c2cccc(C(F)(F)F)c2)CC1
 : 2.7	8	0.2	0.5	-0.4	12	7	0.2	-3	8	0.2
> CCNC(=O)CSc1nc(-c2ccc(F)cc2)cs1
 : 1.7	-2	1.8	-1.3	-1.0	-2	-4	-1.5	-6	-2	0.8
> COc1ccc(-c2c[n+]3c4n2CCCCC4=C(c2ccccc2)C3)cc1
 : -1.4	-6	1.7	1.6	-1.7	-219	-40	-1.6	-474	-332	0.3
> CCOC(=O)C(NC(=O)Nc1ccccc1)(OCC)C(F)(F)F (centres undefined)
 : 0.0	2	0.5	-0.4	-0.1	-1	-1	-0.2	2	2	1.3
> O=C(O)c1nsc(Cl)c1Cl
 : 0.3	6	-2.9	-0.4	-0.7	7	-1	-1.6	3	2	0.1
> CCCCCC(=O)N/N=C(\C)c1ccc(Cl)cc1
 : -0.7	5	0.4	0.4	-1.7	-1	-5	0.4	-1	-1	0.5
> CC(=O)c1ccc(OCc2cc(C(=O)N(C)CCOc3ccc(C)cc3)no2)cc1
 : 2.2	-21	9.1	1.5	-0.1	-1	4	3.7	-8	-2	6.1
> CN(c1ccccc1)c1ccc(/C=C(\C#N)c2nnc3n2CCCCC3)cc1[N+](=O)[O-]
 : -0.5	18	1.3	-0.7	-1.4	-2	3	-1.6	1	4	-2.5
> CNc1ccccc1C(=O)OC
 : 0.3	1	-4.3	0.7	-1.4	2	1	0.7	10	4	0.1
> O=C(NCc1ccccn1)C1CC(c2ccccc2O)=NO1 (centres undefined)
 : 0.3	0	-1.9	-0.5	0.1	-5	-3	0.7	2	-2	-0.6
> CCOC(=O)N1CCN(C(=O)COC(=O)c2ccc(N(C)C)cc2)CC1
 : -1.3	-1	0.2	0.4	-1.6	-14	3	-0.6	-4	1	-0.2
> CCOc1ccc(-c2c(=O)n(OCc3ccc([N+](=O)[O-])cc3)c3ccccc3[n+]2[O-])c(OCC)c1
 : 0.1	4	0.9	2.5	-0.5	-4	-2	-0.6	-6	0	0.5
> COc1ccc(/C=C2/SC(=S)N(CCC(=O)O)C2=O)cc1
 : -2.7	-1	-13	-3.4	-3.4	1	-3	-6.3	-1	2	-14
> Cc1oc(-c2ccccc2)nc1CC(=O)O
 : -0.8	1	1.7	0.6	-1.2	8	1	-2.2	-3	2	1.5
> COc1ccc(C)c2sc(NC(=O)CCS(=O)(=O)c3ccccc3)nc12
 : -1.2	-33	-3.5	-0.4	-1.4	7	2	-1.5	-8	-3	1.2
> COc1ccc(NC(=O)N(C)C[C@H]2OCc3cn(nn3)CCCC(=O)N([C@H](C)CO)C[C@@H]2C)cc1
 : 0.8	8	2.0	.	-1.0	-5	-5	0.1	-2	-1	.
> CCOc1ccc(NC(=O)CCn2cccc2)cc1
 : 0.2	-9	1.4	0.9	-1.3	1	0	-1.4	1	2	0.5
> Cc1ccc(N(CC(=O)NCc2ccco2)C(=O)CCC(=O)Nc2ccccn2)c(C)c1
 : -0.2	-5	-1.2	-1.2	-1.8	1	-3	-1.8	-7	-1	-1.0
> O=C(Nc1nnc(S(=O)(=O)N2CCCCCC2)s1)c1ccc(Br)cc1
 : 0.5	-6	-2.0	0.4	-0.7	-1	0	0.7	-11	-9	5.2
> CCCCCCn1cc(CN2CC(N3CCN(C)CC3)CS2(=O)=O)nn1 (centres undefined)
 : 2.5	5	1.3	.	-0.4	-12	-5	1.2	-1	0	.
